Compound activity deposited in PubChem by National Center for Advancing Translational Sciences (NCATS).
D3 antag: qHTS of D3 Dopamine Receptor Antagonist: qHTS; D3R cells, DiscoveRx beta-arrestin luminescence, antagonist mode; stronger effect = lower value; max response, negative = inhibition, %; 2.5% of 360,000 active; in the data active means max response below about -50%; inconclusive means no clear call, values can overlap the other calls; further: on the % scale 0 is the no-effect control and ±100 the full control effect; mostly tested at two doses, the higher about 12 µM
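Cells expressing the human receptor were seeded at 1500 cells/well, incubated overnight at 37 degrees C in 5% CO2, then exposed to library compounds with dopamine controls for 90 minutes at 37 degrees C before luminescent detection.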
FUS yeast rescue: qHTS for Suppressors of FUS Proteinopathy: Primary screen using FUS-linked yeast assay. Potency, µM (highest dose often 76.6 µM), for the others: top-dose growth rescue (activation), most hits filed as activators. S. cerevisiae FUS-expressing, growth rescue, OD600, 24 h. 0.24% of 390,000 active;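 further: potency means the concentration at half of the fitted maximal effect; plate controls were DMSO vehicle for no effect and reference control for full effect; nearly all actives have a fitted effect of over 55% in size; some results filed as inactive show a strong effect at the top dose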
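Compound concentration series was pinned onto galactose-induced FUS-expressing yeast seeded at OD 0.005. Plates sat 24hr at 30C; absorbance at 600 nm gave growth. DMSO served as background control.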
aSyn yeast inh: qHTS of alpha-syn Inhibitors; Yeast expressing alpha-synuclein, growth rescue, BacTiter-Glo, 24 h; Potency, µM (series often up to 46.1 µM), for the others: at the highest dose growth rescue (activation), hits mostly activators; 0.14% of 370,000 active; AID 652106, 2013; further: potency means the concentration at half of the fitted maximal effect; % of control where 0% means no effect; nearly all actives have a fitted effect of over 65% in size
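Screening used galactose-induced yeast with toxic alpha-synuclein levels, exposed to compound for 24 hr at 30 deg C. Cell growth, read with BacTiter-Glo luminescence, gave the measured signal.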
GLP1R inv ag: qHTS of GLP-1 Receptor Inverse Agonists (Inhibition Mode) | Potency, µM (series often up to 38.3 µM), for inactives: top-dose activity change, negative = inhibition, actives largely listed as inhibitors | 1.6% of 410,000 active | HEK293 GLP-1R CRE-luciferase, luminescence, 24 h; GLP-1R form is constitutively active | Glucagon-like peptide 1 receptor (Homo sapiens), P43220; further: potency means the concentration at half of the fitted maximal effect; on the % scale 0 is the no-effect control and ±100 the full control effect; nearly all actives have a fitted effect of over 55% in size
Target sequence (P43220 whole entry, looked up): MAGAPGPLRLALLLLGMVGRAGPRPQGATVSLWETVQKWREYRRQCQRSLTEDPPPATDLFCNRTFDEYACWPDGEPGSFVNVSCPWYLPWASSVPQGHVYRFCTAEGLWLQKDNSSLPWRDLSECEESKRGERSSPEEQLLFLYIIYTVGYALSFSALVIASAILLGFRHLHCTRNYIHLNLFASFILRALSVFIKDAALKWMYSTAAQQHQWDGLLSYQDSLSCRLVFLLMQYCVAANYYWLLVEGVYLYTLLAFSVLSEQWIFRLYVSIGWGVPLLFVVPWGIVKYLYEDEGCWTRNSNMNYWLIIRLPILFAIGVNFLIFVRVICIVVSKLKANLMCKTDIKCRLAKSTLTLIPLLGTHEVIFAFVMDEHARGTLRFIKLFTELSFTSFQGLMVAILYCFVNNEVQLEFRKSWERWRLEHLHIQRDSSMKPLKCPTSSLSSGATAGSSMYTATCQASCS
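Luminescence readout: a drop in cAMP-driven luciferase signal flags inverse agonism at a constitutively active GLP-1R stably expressed in HEK293. Compound exposure lasted 24 hr at 37 deg C, 5% CO2.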
TDP-43 yeast inh: qHTS of TDP-43 Inhibitors. TDP-43 expressing yeast growth rescue, BacTiter-Glo, 24 h. Potency, µM (doses to about 46.1 µM), for the others: top-dose growth rescue (activation), usual class: activators. 1.8% of 410,000 active; further: potency means the concentration at half of the fitted maximal effect; % of control where 0% means no effect; nearly all actives have a fitted effect of over 50% in size
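In this qHTS, compounds that restore growth of yeast expressing TDP-43 appear as activators. Cells (OD600=0.02, galactose medium, raffinose-pregrown) are incubated with compound 24 hr at 30 deg C and growth is quantified by BacTiter-Glo.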
GLP1R ag: qHTS of GLP-1 Receptor Agonists. Glucagon-like peptide 1 receptor (Homo sapiens), P43220. HEK293 GLP-1R CRE-luciferase, luminescence, 4-6 h; cells express a hypersensitive GLP-1R form. Potency, µM (top dose mostly 45.6 µM), for inactives: top-dose activation, actives largely listed as activators. 0.007% of 380,000 active; further: potency means the concentration at half of the fitted maximal effect; % of control where 0% means no effect
PTHR1 agonist: qHTS for PTHR1 Agonists: Primary Screen; HEK293 GP2 PTHR1 cells, GloSensor cAMP luminescence, 1 h; Potency, µM (doses to about 115 µM), without a hit: top-dose activation, hits mostly activators; 0.075% of 410,000 active; AID 743266, 2014; further: potency means the concentration at half of the fitted maximal effect; nearly all actives have a fitted effect of over 55% in size; some results filed as inactive show a strong effect at the top dose; inactives centre near -15; many of its hits are not listed in these tables
Target sequence (Q03431 whole entry, looked up): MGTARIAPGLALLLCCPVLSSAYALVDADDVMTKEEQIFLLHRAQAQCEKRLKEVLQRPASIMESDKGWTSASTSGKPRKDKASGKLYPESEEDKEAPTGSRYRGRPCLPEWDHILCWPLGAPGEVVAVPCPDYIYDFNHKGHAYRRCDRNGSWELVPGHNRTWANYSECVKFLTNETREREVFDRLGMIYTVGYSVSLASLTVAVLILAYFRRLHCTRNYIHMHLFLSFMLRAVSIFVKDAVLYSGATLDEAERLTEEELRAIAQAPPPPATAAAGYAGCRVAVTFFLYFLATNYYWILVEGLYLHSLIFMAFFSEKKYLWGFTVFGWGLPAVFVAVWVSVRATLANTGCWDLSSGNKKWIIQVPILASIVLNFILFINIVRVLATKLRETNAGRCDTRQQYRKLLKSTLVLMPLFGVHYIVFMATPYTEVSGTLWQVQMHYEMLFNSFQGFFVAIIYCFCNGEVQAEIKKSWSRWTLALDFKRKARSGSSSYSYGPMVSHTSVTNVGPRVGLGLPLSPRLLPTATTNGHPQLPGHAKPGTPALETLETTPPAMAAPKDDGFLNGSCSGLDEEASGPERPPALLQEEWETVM
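HEK-293-derived GP2 cells expressing PTHR1 and a GloSensor cAMP reporter, 3,000/well, plated overnight, given luciferin plus IBMX (each 0.5 mM as added) for 1 h at 37 °C, then compound for 1 h at 37 °C. Luminescence was read after 15 min at room temperature.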
pAkt inh: HTS Assay for Inhibitors of Akt Phophorylation: Primary Screen; Neuro2A IGF-stimulated pAkt S473 HTRF, 20 min; stronger effect = lower value; activity change, % for hits at 50 µM; 0.32% of 360,000 active; AID 651550, 2012; in the data active means activity change below about -80%; inconclusive means mostly about -51% to -80%; further: on the % scale 0 is the no-effect control and ±100 the full control effect
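Single-point screen (50 µM final compound) in Neuro2A cells stimulated 20 min with 6 nM IGF at 37 deg C. After lysis, Ser473-phosphorylated Akt read by HTRF (ex 330 nm, em 615/665 nm) as the 665/615 ratio.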
Abeta yeast res: qHTS for compounds that reverse cellular toxicity of Amyloid beta (A-beta) peptide in yeast: Primary Screen; yeast expressing A-beta42, growth rescue, OD600, 48 h; response scale: 0% DMSO, 100% iron-clioquinol control; Potency, µM (top dose mostly 46.1 µM), without a hit: at the highest dose growth rescue, hits mostly activators; 0.063% of 410,000 active; AID 1347071, 2019; further: potency means the concentration at half of the fitted maximal effect; nearly all actives have a fitted effect of over 55% in size
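Yeast A-beta toxicity model in growth medium with pinned compounds, 48 h at 30 C; growth read as absorbance at 600 nm. Normalized to FeCl3/clioquinol equimolar mix (positive) and DMSO (negative).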
Numbers without * were called inactive; [ ] = another dose, or the depositor's remark. Unless noted, the call rests on the fitted dose curve; in most records, active means well fitted curve in the direction sought with a large enough effect; inconclusive means small, poorly fitted or top-dose-only effect, or another doubt; inactive means no such curve, though single readings can be large; an effect the other way counts as inactive or inconclusive. A portion of the library, so the mix of outcomes need not match the whole.

Screening Cc1cc(C(=O)Nc2ccc(C)c(S(=O)(=O)N3CCOCC3)c2)c(C)o1 returned D3 antag inconclusive, FUS yeast rescue -17.1%, aSyn yeast inh 1.1%, GLP1R inv ag 8.3%, TDP-43 yeast inh 18.8%, GLP1R ag 4.2%, PTHR1 agonist inactive, pAkt inh inactive and Abeta yeast res -7.1%.
For Cc1ccc(S(=O)(=O)N2CCN(C(=O)c3c(C)nn(-c4ccccc4)c3Cl)CC2)cc1 the results were D3 antag -70.6*, FUS yeast rescue 5.4%, aSyn yeast inh 12.7%, GLP1R inv ag -7.7%, TDP-43 yeast inh -14.4%, GLP1R ag -1.0%, PTHR1 agonist inactive, pAkt inh inactive and Abeta yeast res inconclusive.
`CCc1ccc(/C(C)=N/NC(=O)c2ccc(-n3cnnn3)cc2)cc1` gave D3 antag 0.0, FUS yeast rescue -21.7%, aSyn yeast inh -5.9%, GLP1R inv ag -13.6%, TDP-43 yeast inh -4.7%, GLP1R ag 0.9%, PTHR1 agonist inactive, pAkt inh inactive and Abeta yeast res -24.7%.
O=C(Nc1ccc(Cl)cc1)C1C2C=CC3(O2)C1C(=O)N(CCN1CCCCC1)C3C(=O)NC1CCCCC1 (stereo unspecified) was read as D3 antag -3.6, FUS yeast rescue 19.6%, aSyn yeast inh 0.3%, GLP1R inv ag inconclusive, TDP-43 yeast inh 2.0%, GLP1R ag 5.1%, PTHR1 agonist -4.8%, pAkt inh inactive and Abeta yeast res 12.2%.
`CCOC(=O)C1(CCOc2ccccc2)CCN(CC2CC2)CC1` gave D3 antag -21.6, FUS yeast rescue 3.9%, aSyn yeast inh 0.9%, GLP1R inv ag -21.9%, TDP-43 yeast inh -0.3%, GLP1R ag -6.0%, PTHR1 agonist -24.2%, pAkt inh inactive and Abeta yeast res 13.2%.
`Cc1ccc(Cl)cc1N1CCN(C(=O)c2ccc(CS(=O)c3ccccc3)o2)CC1` (stereo unspecified) gave FUS yeast rescue inconclusive, GLP1R inv ag inconclusive, TDP-43 yeast inh 25.1%, PTHR1 agonist -84.3% and Abeta yeast res -16.6%.
CCC(C)CN1CCC(CO)(Cc2ccccc2Cl)CC1 (stereo unspecified) was read as D3 antag -12.0, FUS yeast rescue 14.9%, aSyn yeast inh -5.5%, GLP1R inv ag -7.9%, TDP-43 yeast inh -12.7%[0.397 µM], GLP1R ag 28.1%, PTHR1 agonist -3.2%, pAkt inh inactive and Abeta yeast res -5.7%.
Screening CCOC(=O)C1=NN(c2ccccc2C)C2=NC(C)=C(C(=O)OC)C(c3cccs3)N12 (stereo unspecified) returned D3 antag 20.4, FUS yeast rescue 34.8%, aSyn yeast inh 5.8%, GLP1R inv ag inconclusive, TDP-43 yeast inh inconclusive, GLP1R ag -8.3%, PTHR1 agonist inactive, pAkt inh inactive and Abeta yeast res -1.9%.
Screening CCOC(=O)C(=C1Nc2ccccc2N1)n1c(-c2cccnc2)nc2ccccc21 returned D3 antag -64.8*, FUS yeast rescue -2.9%, aSyn yeast inh -19.0%, GLP1R inv ag 10.0%, TDP-43 yeast inh -23.3%, GLP1R ag 0.2%, PTHR1 agonist inactive, pAkt inh inactive and Abeta yeast res -17.8%.
Screening CCOC(=O)c1ccc(N2C(=O)c3n[nH]c(-c4ccco4)c3C2c2ccc(OCC)cc2)cc1 (stereo unspecified) returned FUS yeast rescue 34.8%, GLP1R inv ag 11.2µM*, TDP-43 yeast inh 25.5%, PTHR1 agonist -36.5%[inhibitor] and Abeta yeast res -16.5%.
`COc1ccccc1N(Cc1ccccc1)S(=O)(=O)c1cccc(C(=O)NCC2CCCO2)c1` (stereo unspecified) gave D3 antag -28.6, FUS yeast rescue inconclusive, aSyn yeast inh 2.3%, GLP1R inv ag inconclusive, TDP-43 yeast inh -6.2%, GLP1R ag 5.6%, PTHR1 agonist -59.2%[inhibitor], pAkt inh inactive and Abeta yeast res 4.3%.
`CC(C)CNC(=O)C(=O)NCC(c1ccc2c(c1)OCO2)N1CCOCC1` (stereo unspecified) gave D3 antag -0.1, FUS yeast rescue -8.4%, aSyn yeast inh -0.7%, GLP1R inv ag 6.0%, TDP-43 yeast inh -16.9%, GLP1R ag -1.8%, PTHR1 agonist -13.1%, pAkt inh inactive and Abeta yeast res -11.9%.
Screening Cc1cc(C)nc(SCC(=O)N/N=C\c2sccc2C)n1 returned D3 antag 13.9, FUS yeast rescue 11.1%, aSyn yeast inh 2.1%, GLP1R inv ag 14.7%, TDP-43 yeast inh -20.5%, GLP1R ag -5.4%, PTHR1 agonist -18.6%[57.5 µM], pAkt inh inactive and Abeta yeast res 13.5%.
O=C(CSc1ncnc2sccc12)N1CCN(C(=O)c2cccs2)CC1 was read as D3 antag 7.7, aSyn yeast inh 0.0%, GLP1R inv ag 3.9%, TDP-43 yeast inh -6.4%, GLP1R ag -5.1%, PTHR1 agonist inactive, pAkt inh inactive and Abeta yeast res -7.3%.
Screening CCCNC(=O)c1ccc(Cn2cc(-c3ccc(OC)cc3)nc2C(C)N)cc1 (stereo unspecified) returned D3 antag -5.6, FUS yeast rescue 2.8%, aSyn yeast inh -5.2%, GLP1R inv ag 5.0%, TDP-43 yeast inh 11.8%, GLP1R ag 15.0%, PTHR1 agonist -16.5%, pAkt inh inactive and Abeta yeast res -8.6%.
`CCc1ccc(C2=NNC(=Nc3cccc(S(=O)(=O)N(C)C)c3)SC2)cc1` gave D3 antag -11.7, FUS yeast rescue 19.4%, aSyn yeast inh -0.8%, GLP1R inv ag inconclusive, TDP-43 yeast inh 5.8%, GLP1R ag -16.0%, PTHR1 agonist inactive, pAkt inh inactive and Abeta yeast res -7.5%.
`C[C@@H]1NC(=O)/C(=C\c2ccccc2Cl)NC1=O` gave D3 antag -12.9, FUS yeast rescue -3.9%, aSyn yeast inh -10.9%, GLP1R inv ag 26.0%, TDP-43 yeast inh -0.1%, GLP1R ag -13.3%, PTHR1 agonist inactive, pAkt inh inactive and Abeta yeast res -9.7%.
`CCOC(=O)c1[nH]nc2c1C(=O)N(Cc1ccccc1)C2=O` gave D3 antag -9.9, FUS yeast rescue 0.3%, aSyn yeast inh -5.9%, GLP1R inv ag 7.5%, TDP-43 yeast inh -11.6%, GLP1R ag -3.0%, PTHR1 agonist -21.4%[57.5 µM], pAkt inh inactive and Abeta yeast res 0.1%.
`CCN(CC)c1ccc(NC(=O)CN2C(=O)NC3(CCc4ccccc43)C2=O)cc1` (stereo unspecified) gave D3 antag -4.6, FUS yeast rescue -6.9%, aSyn yeast inh 1.0%, GLP1R inv ag inconclusive, TDP-43 yeast inh -4.7%, GLP1R ag -2.6%, PTHR1 agonist inactive, pAkt inh inactive and Abeta yeast res -26.4%.
Screening O=C(N[C@H](Cc1ccc(Cl)cc1)C(=O)O)OCC1c2ccccc2-c2ccccc21 returned D3 antag 31.9, FUS yeast rescue 5.1%, aSyn yeast inh 0.5%, GLP1R inv ag -4.1%, TDP-43 yeast inh -14.1%, GLP1R ag -1.5%, PTHR1 agonist 24.2%, pAkt inh inactive and Abeta yeast res -3.1%.
CCC(=O)c1ccc(OCC(=O)Nc2nc(-c3cccnc3)cs2)cc1 was read as D3 antag 16.2, FUS yeast rescue 13.0%, aSyn yeast inh 0.1%, GLP1R inv ag 0.2%, TDP-43 yeast inh -2.4%, GLP1R ag -27.5%, PTHR1 agonist -22.1%, pAkt inh inactive and Abeta yeast res -3.1%.
Screening Cc1nc2ccccn2c(=O)c1NC(=O)c1c(F)cccc1F returned FUS yeast rescue -0.1%, GLP1R inv ag 4.4%, TDP-43 yeast inh 14.4%, PTHR1 agonist -15.4% and Abeta yeast res -20.6%.
For O=C(CN(C1CCCCC1)S(=O)(=O)c1ccccc1)NCc1cccnc1 the results were D3 antag 0.9, FUS yeast rescue -5.3%, aSyn yeast inh 3.6%, GLP1R inv ag -10.9%, TDP-43 yeast inh 14.3%, GLP1R ag 2.1%, PTHR1 agonist -14.9%[57.5 µM], pAkt inh inactive and Abeta yeast res 0.3%.
Screening O=C(C1CC1)N(CCN(Cc1ccccc1)C(=O)C1CC1)Cc1ccccc1 returned D3 antag 10.8, FUS yeast rescue -5.6%, aSyn yeast inh -10.6%, GLP1R inv ag -16.8%, TDP-43 yeast inh 4.1%, GLP1R ag 1.0%, PTHR1 agonist -1.8%[57.5 µM], pAkt inh inactive and Abeta yeast res 7.3%.
For COc1ccccc1CNc1nc(Nc2ccc(C)cc2C)c2sccc2n1 the results were D3 antag 0.0, FUS yeast rescue 12.0%, aSyn yeast inh -19.1%, GLP1R inv ag 10µM*, TDP-43 yeast inh -4.4%, GLP1R ag 0.1%, PTHR1 agonist -78.1%[inhibitor], pAkt inh inactive and Abeta yeast res -19.4%.
`CC1CC(C)CN(C(=O)CSc2n[nH]c(N)n2)C1` (stereo unspecified) gave D3 antag 9.7, FUS yeast rescue -26.4%, aSyn yeast inh 2.2%, GLP1R inv ag 6.6%, TDP-43 yeast inh 9.7%, GLP1R ag -1.9%, PTHR1 agonist inactive, pAkt inh inactive and Abeta yeast res -15.6%.
